# Source: PubChem (Broad Institute)
# IDH1 R132H inh = inhibitors of IDH1 R132H reductase, primary screen, biochemical, plate reader, single point | Isocitrate dehydrogenase [NADP] cytoplasmic (Homo sapiens), O75874 | diaphorase/resazurin fluorescence, 60 min | inhibition, % at 10 µM | 0.18% of 70,000 active | AID 624101, 2012; in the data active = inhibition above about 34%; inconclusive = no clear call, values can overlap the other calls; inactive = below about 11%;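 note: 0% = DMSO and 100% = no enzyme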
# PRC2 inh = EZH2/PRC2 methyltransferase inhibitors, primary screen, biochemical, DELFIA time-resolved fluorescence, single point. Histone-lysine N-methyltransferase EZH2 (Homo sapiens), Q15910. PRC2 H3K27 methylation, DELFIA TRF, 1 h. inhibition, % at 12.5 µM. 0.35% of 57,000 active. AID 651548, 2012;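 active = mean inhibition of replicates at least 50% and every single replicate also reaching 50%; inconclusive = mean inhibition at least 50% but some replicate falls below 50%; inactive = mean inhibition under 50%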;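 note: dimethyl H3K27 on biotinylated H3 21-44 peptide detected by antibody; plate controls were median neutral control wells for no effect and median positive control wells for full effect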
# Target sequence (Q15910 whole entry, looked up): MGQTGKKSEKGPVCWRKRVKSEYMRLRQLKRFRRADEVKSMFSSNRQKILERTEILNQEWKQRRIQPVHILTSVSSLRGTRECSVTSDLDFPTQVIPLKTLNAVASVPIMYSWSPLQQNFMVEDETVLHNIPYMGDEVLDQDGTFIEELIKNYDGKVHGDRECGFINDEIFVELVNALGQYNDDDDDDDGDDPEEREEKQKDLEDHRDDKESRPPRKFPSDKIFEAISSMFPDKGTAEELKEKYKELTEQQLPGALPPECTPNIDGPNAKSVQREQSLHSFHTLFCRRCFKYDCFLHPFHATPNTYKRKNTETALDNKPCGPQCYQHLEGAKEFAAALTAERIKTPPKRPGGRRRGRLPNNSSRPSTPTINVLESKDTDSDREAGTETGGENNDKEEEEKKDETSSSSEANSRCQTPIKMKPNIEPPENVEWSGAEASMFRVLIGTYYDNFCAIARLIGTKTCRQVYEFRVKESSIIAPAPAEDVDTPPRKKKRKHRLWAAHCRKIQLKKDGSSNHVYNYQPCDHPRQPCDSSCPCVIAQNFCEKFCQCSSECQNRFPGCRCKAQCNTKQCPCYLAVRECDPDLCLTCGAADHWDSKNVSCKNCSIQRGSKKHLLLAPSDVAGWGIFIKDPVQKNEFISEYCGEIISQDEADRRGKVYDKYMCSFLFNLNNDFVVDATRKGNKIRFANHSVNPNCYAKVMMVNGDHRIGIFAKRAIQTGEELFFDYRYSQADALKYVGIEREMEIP
# Numbers without * were called inactive; ? = inconclusive; nt = not tested or not shown.
SMILES,IDH1 R132H inh,PRC2 inh
C[C@@H]1CCCCO[C@H](CN(C)C)[C@H](C)CN([C@@H](C)CO)C(=O)c2cc(NS(=O)(=O)c3cn(C)cn3)ccc2O1,4.4,-2
C[C@H]1CN([C@@H](C)CO)C(=O)c2c(c3ccccc3n2C)-c2ccccc2CO[C@H]1CN(C)S(=O)(=O)c1ccccc1C#N,0.3,-16
C[C@@H]1CN([C@H](C)CO)S(=O)(=O)c2ccc(C3=CCCCC3)cc2O[C@@H]1CN(C)S(C)(=O)=O,nt,18
COc1ccc(NC(=O)N(C)C[C@H]2OCCCC[C@H](C)Oc3ccc(NC(=O)Nc4ccc5c(c4)OCO5)cc3C(=O)N([C@@H](C)CO)C[C@@H]2C)cc1,2.9,nt
CC(C)NC(=O)Nc1ccc2c(c1)C(=O)N([C@H](C)CO)C[C@H](C)[C@H](CN(C)C(=O)CCC(F)(F)F)OCCCC[C@@H](C)O2,0.8,1
COc1ccc(S(=O)(=O)Nc2ccc3c(c2)C(=O)N([C@H](C)CO)C[C@@H](C)[C@H](CN(C)C(=O)NC2CCCCC2)OCCCC[C@@H](C)O3)cc1,2.8,nt
C[C@@H]1CCCCO[C@H](CN(C)Cc2ccc3c(c2)OCO3)[C@@H](C)CN([C@H](C)CO)C(=O)c2cc(NC(=O)c3ccncc3)ccc2O1,-0.8,nt
C[C@@H]1CCCCO[C@H](CN(C)S(C)(=O)=O)[C@@H](C)CN([C@H](C)CO)C(=O)c2cc(NC(=O)Cc3ccccc3)ccc2O1,nt,2
C[C@H](CO)N1C[C@H](C)[C@@H](CN(C)Cc2ccccc2F)Oc2ncc(-c3ccccc3F)cc2C1=O,-2.7,nt
COc1ccc(CN(C)C[C@@H]2Oc3ccc(NC(=O)CCCCCC(=O)Nc4ccccc4N)cc3CC(=O)N([C@H](C)CO)C[C@H]2C)cc1,0.6,-22
O=C(C[C@@H]1C=C[C@@H](NS(=O)(=O)c2ccc(F)cc2)[C@H](CO)O1)N1CCC(Cc2ccccc2)CC1,0.0,-13
CCS(=O)(=O)Nc1ccc2c(c1)C(=O)N(C)C[C@@H](OC)[C@H](C)CN(C(=O)c1ccc3c(c1)OCO3)[C@@H](C)CO2,0.3,5
O=C(CCCCC(=O)N/N=C/c1ccc(Br)cc1)NO,0.3,-6
CCCNC(=O)N(C)C[C@@H]1Oc2ncc(C#CC3CC3)cc2C(=O)N([C@H](C)CO)C[C@@H]1C,nt,4
CC(=O)N(C)C[C@H]1Oc2cc(C#Cc3ccc(F)cc3)ccc2S(=O)(=O)N([C@H](C)CO)C[C@@H]1C,1.3,-1
COc1cccc(S(=O)(=O)N[C@@H]2CC[C@@H](CCn3cc(-c4ccccc4)nn3)O[C@H]2CO)c1,-0.4,3
NC(=O)CC1C(=O)N(c2ccc(Cl)cc2)C(=S)N1Cc1cccnc1 (stereo not drawn),2.5,2
COc1ccc(NC(=O)Nc2ccc3c(c2)[C@H]2C[C@H](CC(=O)N(C)C)O[C@@H](CO)[C@H]2O3)cc1,0.2,17
CO[C@@H]1CN(C)C(=O)c2ccc(NC(=O)C3CCC3)cc2OC[C@H](C)N(Cc2ccncc2)C[C@@H]1C,?,-5
C/C=C/c1cnc2c(c1)C(=O)N([C@@H](C)CO)C[C@H](C)[C@H](CN(C)C(=O)Nc1ccc(F)cc1)O2,-3.7,8
O=C(COc1ccccc1[N+](=O)[O-])Nc1ccc2oc(-c3cccc4ccccc34)nc2c1,0.3,-24
C[C@@H]1CN([C@@H](C)CO)C(=O)CCCn2nncc2CO[C@@H]1CN(C)C(=O)Nc1cccc(F)c1,0.7,nt
CCN(CC)CC1CCN(c2ncc3ncnc(Nc4ccc(F)c(Cl)c4)c3n2)CC1,0.0,-16
CNC[C@@H]1OCCCC[C@@H](C)Oc2ccc(NC(=O)c3ccncc3)cc2C(=O)N([C@H](C)CO)C[C@H]1C,2.8,-9
C[C@H](CO)N1C[C@H](C)[C@@H](CN(C)C(=O)C2CC2)OCc2ccccc2-c2c(n(C)c3ccccc23)C1=O,nt,8

# Quoted at random: 4 entries already listed
SMILES,IDH1 R132H inh,PRC2 inh
CC(C)NC(=O)Nc1ccc2c(c1)C(=O)N([C@H](C)CO)C[C@H](C)[C@H](CN(C)C(=O)CCC(F)(F)F)OCCCC[C@@H](C)O2,0.8,1
C[C@H]1CN([C@@H](C)CO)C(=O)c2c(c3ccccc3n2C)-c2ccccc2CO[C@H]1CN(C)S(=O)(=O)c1ccccc1C#N,0.3,-16
CCCNC(=O)N(C)C[C@@H]1Oc2ncc(C#CC3CC3)cc2C(=O)N([C@H](C)CO)C[C@@H]1C,nt,4
CCS(=O)(=O)Nc1ccc2c(c1)C(=O)N(C)C[C@@H](OC)[C@H](C)CN(C(=O)c1ccc3c(c1)OCO3)[C@@H](C)CO2,0.3,5

# Carrying on.
SMILES,IDH1 R132H inh,PRC2 inh
C[C@@H]1CN([C@@H](C)CO)C(=O)c2cc(NC(=O)Cc3cn(C)c4ccccc34)ccc2O[C@@H]1CN(C)C(=O)Nc1ccccc1,-30,-16
CC(C)CC#Cc1cnc2c(c1)C(=O)N([C@H](C)CO)C[C@@H](C)[C@H](CN(C)C(=O)c1ccccc1)O2,-1.8,-2
C[C@H]1CN([C@@H](C)CO)S(=O)(=O)c2ccc(-c3cccc(C(=O)N(C)C)c3)cc2O[C@@H]1CN(C)C(=O)Cc1ccccn1,nt,-6
CCOc1ccc(NC(=O)C(C)Sc2nnnn2-c2ccccc2)cc1 (stereo not drawn),-0.8,-7
COc1ccc(CN(C)C[C@@H]2Oc3ccc(NS(=O)(=O)c4cn(C)cn4)cc3CC(=O)N([C@H](C)CO)C[C@H]2C)cc1,-0.1,3
Clc1ccc2ncnc(NCc3ccc4c(c3)OCO4)c2c1,-0.6,nt
CC1(C)NC(=O)N(CCCOc2ccccc2CO)C1=O,0.5,9
Cc1ccccc1-c1ccc2c(c1)O[C@H](CN(C)Cc1ccc(C(=O)O)cc1)[C@@H](C)CN([C@H](C)CO)S2(=O)=O,23,29
O=C(C[C@@H]1C[C@H]2c3cc(NC(=O)CC4CC4)ccc3O[C@H]2[C@H](CO)O1)NCc1cccc(F)c1,-0.2,-5
Cc1ccc(S(=O)(=O)N(C)C[C@@H]2Oc3ccc(NC(=O)NC4CCCCC4)cc3CC(=O)N([C@H](C)CO)C[C@@H]2C)cc1,-2.2,-5
Cc1cccc(CN(C)C[C@@H]2Oc3ncc(-c4ccccc4)cc3C(=O)N([C@H](C)CO)C[C@@H]2C)c1,0.5,nt
CCc1cc2c(=O)n(CC(=O)Nc3ccccc3OC)cnc2s1,-0.2,-2
CNC[C@H]1Oc2c(NC(=O)Nc3ccccc3)cccc2C(=O)N([C@H](C)CO)C[C@H]1C,0.4,9
Cc1ccccc1-c1ccc2c(c1)O[C@H](CN(C)C(=O)Nc1ccc(F)cc1)[C@H](C)CN([C@H](C)CO)S2(=O)=O,0.3,-17
C[C@@H]1CN([C@H](C)CO)C(=O)c2cccc(NC(=O)C3CCOCC3)c2O[C@@H]1CN(C)S(=O)(=O)c1cccs1,1.9,nt
CO[C@@H]1CN(C)C(=O)c2cc(NC(=O)c3ccc(F)cc3)ccc2OC[C@H](C)NC[C@H]1C,nt,6
C[C@H]1CN([C@@H](C)CO)C(=O)c2cc(C#CC(C)(C)O)cnc2O[C@@H]1CN(C)Cc1ccccn1,0.3,nt
COc1cccc(NC(=O)CN(c2cc(Cl)c(Cl)cc2Cl)S(C)(=O)=O)c1,0.2,0
Cc1noc(C)c1S(=O)(=O)N(C)C[C@@H]1Oc2ccc(NC(=O)Nc3ccccc3)cc2C(=O)N([C@@H](C)CO)C[C@@H]1C,2.2,nt
CS(=O)(=O)N(CC(=O)Nc1c(F)cccc1F)c1ccc(Br)cc1,0.8,15
C[C@H](CO)N1C[C@H](C)[C@H](CN(C)C(=O)Cc2ccncc2)Oc2ncc(C3=CCCC3)cc2C1=O,-0.5,nt
COc1ccc(S(=O)(=O)N(C)C[C@H]2OCc3ccccc3-c3ccccc3C(=O)N([C@@H](C)CO)C[C@@H]2C)cc1,-0.5,-18
COc1ccccc1NC(=O)N(C)C[C@H]1OCc2cn(nn2)CCCC(=O)N([C@H](C)CO)C[C@H]1C,-0.2,7
CO[C@@H]1CN(C)C(=O)c2ccc(NC(=O)C3CC3)cc2OC[C@H](C)N(C(=O)c2cnccn2)C[C@H]1C,-0.1,2
CO[C@H]1CN(C)C(=O)c2cc(NC(=O)c3cnccn3)ccc2OC[C@H](C)N(CCc2ccccc2)C[C@@H]1C,-0.4,-4

# New compounds follow:
SMILES,IDH1 R132H inh,PRC2 inh
COc1ccc(S(=O)(=O)Nc2ccc3c(c2)CC(=O)N([C@@H](C)CO)C[C@@H](C)[C@H](CN(C)S(=O)(=O)c2ccccc2)O3)cc1,0.1,nt
C[C@@H]1CCCCO[C@@H](CN(C)Cc2ccccc2)[C@@H](C)CN([C@@H](C)CO)C(=O)c2cc(NC(=O)CCCN(C)C)ccc2O1,0.7,-2
C[C@H]1CCCCO[C@H](CN(C)C)[C@@H](C)CN([C@@H](C)CO)C(=O)c2cc(NC(=O)Nc3ccc(C(F)(F)F)cc3)ccc2O1,2.8,-15
CO[C@@H]1CN(C)C(=O)c2ccc(NC(=O)c3ccccc3)cc2OC[C@H](C)N(C(=O)CN(C)C)C[C@@H]1C,-0.2,8
C[C@@H]1CCCCO[C@@H](CN(C)Cc2ccc(C(=O)Nc3ccccc3N)cc2)[C@@H](C)CN([C@H](C)CO)C(=O)c2cc(NC(=O)Nc3ccc4c(c3)OCO4)ccc2O1,-0.2,-23
O=C(N[C@@H]1CC[C@H](CCNC(=O)C2CCOCC2)O[C@@H]1CO)c1ccncc1,-0.2,2
COC(=O)C[C@H]1CC[C@H](NS(=O)(=O)c2ccccc2F)[C@H](CO)O1,0.2,10
Cc1ccccc1NC(=O)CSCCO,-0.3,3
COc1ccc(CCNC(=S)Nc2ccc(-c3nc4ccc(C)cc4s3)cc2)cc1OC,-0.3,nt
Cc1noc(C)c1S(=O)(=O)Nc1ccc2c(c1)C(=O)N([C@H](C)CO)C[C@H](C)[C@@H](CN(C)CC1CCCCC1)O2,3.7,nt
C[C@H](CO)N1C[C@H](C)[C@@H](CN(C)C(=O)Nc2ccc3c(c2)OCO3)Oc2ccc(NC(=O)C3CCCCC3)cc2C1=O,0.1,-2
CCCC(=O)Nc1ccc2c(c1)OC[C@@H](C)N(C(=O)CC1CC1)C[C@@H](C)[C@@H](OC)CN(C)C2=O,-0.2,9
O=C(CSc1nc2scc(-c3ccco3)c2c(=O)n1-c1ccccc1)N1CCOCC1,0.1,-10
CCCNC(=O)N(C)C[C@H]1Oc2ncc(Br)cc2C(=O)N([C@@H](C)CO)C[C@@H]1C,0.3,8
COC(=O)c1cn(C[C@H](Cc2ccccc2)NC(=O)Nc2ccccc2)nn1,nt,-6
Cc1noc(C)c1NC(=O)Nc1cccc2c1O[C@H](CN(C)S(=O)(=O)c1cccs1)[C@H](C)CN([C@@H](C)CO)C2=O,1.8,nt
COc1cccc(S(=O)(=O)N(C)C[C@H]2Oc3ncc(C#CC(C)C)cc3C(=O)N([C@@H](C)CO)C[C@H]2C)c1,-0.4,nt
C[C@@H]1CN([C@@H](C)CO)C(=O)c2cccc(NC(=O)c3nc4ccccc4s3)c2O[C@@H]1CN(C)C(=O)NC1CCCCC1,-1.7,nt
CN(CC(=O)Nc1ccc(Cl)cc1C(F)(F)F)S(=O)(=O)c1ccc(Cl)cc1,0.5,2
CCCNC(=O)N(C)C[C@@H]1Oc2cc(-c3cccnc3)ccc2S(=O)(=O)N([C@@H](C)CO)C[C@@H]1C,24,7
C[C@@H]1CN([C@@H](C)CO)C(=O)c2cc(N(C)C)ccc2O[C@@H](C)CCCCO[C@@H]1CN(C)Cc1ccc2c(c1)OCO2,nt,-3
CO[C@H]1CN(C)C(=O)c2ccc(NS(=O)(=O)c3ccc(Oc4ccccc4)cc3)cc2OC[C@H](C)NC[C@H]1C,0.1,2
C[C@@H]1CN([C@H](C)CO)C(=O)Cc2cc(NC(=O)Cc3ccccc3)ccc2O[C@@H]1CN(C)C(=O)Nc1ccc(C(F)(F)F)cc1,0.9,nt
O=C(O)CCCC(=O)Nc1ccc([N+](=O)[O-])cc1,1.2,nt
Cc1cc(C(=O)Nc2cccc3c2O[C@@H](CN(C)C(=O)Nc2ccc(C(F)(F)F)cc2)[C@@H](C)CN([C@@H](C)CO)C3=O)n(C)n1,nt,5
CCCC#Cc1cnc2c(c1)C(=O)N([C@H](C)CO)C[C@@H](C)[C@H](CN(C)Cc1ccccc1)O2,-0.3,nt
C[C@H](CO)N1C[C@H](C)[C@H](CN(C)C(=O)C2CC2)Oc2cc(C#Cc3ccncc3)ccc2S1(=O)=O,-3.9,10
Cc1noc(C)c1S(=O)(=O)N(C)C[C@H]1OCCCC[C@H](C)Oc2ccc(NS(=O)(=O)c3ccccc3)cc2C(=O)N([C@H](C)CO)C[C@H]1C,1.4,nt
C[C@@H]1CCCCO[C@H](CN(C)S(=O)(=O)c2ccccc2)[C@@H](C)CN([C@@H](C)CO)C(=O)c2cc(NS(=O)(=O)c3ccc(F)cc3)ccc2O1,0.3,nt
CCCNC(=O)C[C@@H]1C[C@H]2c3cc(NC(=O)CN(C)C)ccc3O[C@H]2[C@H](CO)O1,45*,15

# Four structures from above, sorted by SMILES length, smallest number first:
SMILES,IDH1 R132H inh,PRC2 inh
CCCNC(=O)N(C)C[C@H]1Oc2ncc(Br)cc2C(=O)N([C@@H](C)CO)C[C@@H]1C,0.3,8
CCCNC(=O)C[C@@H]1C[C@H]2c3cc(NC(=O)CN(C)C)ccc3O[C@H]2[C@H](CO)O1,45*,15
COc1ccc(NC(=O)Nc2ccc3c(c2)[C@H]2C[C@H](CC(=O)N(C)C)O[C@@H](CO)[C@H]2O3)cc1,0.2,17
C[C@@H]1CN([C@@H](C)CO)C(=O)c2cccc(NC(=O)c3nc4ccccc4s3)c2O[C@@H]1CN(C)C(=O)NC1CCCCC1,-1.7,nt

# The list is partial; rates above refer to the full screens.
